Bioassay records as filed in PubChem BioAssay.
Pin1 inh – qHTS Assay to Find Inhibitors of Pin1; Peptidyl-prolyl cis-trans isomerase NIMA-interacting 1 (Homo sapiens), Q13526; Pin1 FP peptide displacement, HiFluor488, 10 min; Potency, µM (doses to about 115 µM), without a hit: at the highest dose activity, negative = inhibition, most hits filed as inhibitors; actives 0.009% (n = 390,000); AID 504891, 2011; active means well fitted inhibition curve with a large enough effect in the polarisation, with a control signal flat, not every such curve was filed as active; inconclusive means small, poorly fitted or top-dose-only effect, or effect the other way, or a change in a side signal; inactive means no such curve, though single readings can be large or run the other way; the % refers to the polarisation; further: on the % scale 0 is the no-effect control and ±100 the full control effect
Target sequence (Q13526 whole entry, looked up): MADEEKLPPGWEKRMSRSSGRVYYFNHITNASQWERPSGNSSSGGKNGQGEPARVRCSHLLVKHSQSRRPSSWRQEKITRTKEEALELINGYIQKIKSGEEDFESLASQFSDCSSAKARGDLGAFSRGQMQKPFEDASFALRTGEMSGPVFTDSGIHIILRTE
BAZ2B inh – qHTS Assay for Inhibitors of BAZ2B; actives 4.4% (n = 360,000); AlphaScreen BAZ2B-H3K14Ac peptide displacement; AID 504333, 2011; Potency, µM (top dose mostly 114 µM), for the others: top-dose activity change, negative = inhibition, actives largely listed as inhibitors; Bromodomain adjacent to zinc finger domain protein 2B (Homo sapiens), Q9UIF8; further: on the % scale 0 is the no-effect control and ±100 the full control effect; nearly all actives have a fitted effect of over 60% in size
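BAZ2B 50 nM plus b-H3(5-23)K14Ac 50 nM, PBS pH 7.4/0.01% Tween-20, 30 min RT; compound added (max 110 uM), 30 min RT; streptavidin donor/Ni-chelate acceptor beads 10 ug/mL final, 20 min dark; AlphaScreen read.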
HP1b binding inh – HTS for Inhibitors of HP1-beta Chromodomain Interactions with Methylated Histone Tails | AID 540317, 2011 | Chromobox protein homolog 1 (Homo sapiens), P83916 | actives 0.56% (n = 390,000) | AlphaScreen HP1-beta / biotin-H3K9me3 peptide binding | Potency, µM (highest dose often 114 µM), inactives show at the top dose activity change, negative = inhibition, usual class: inhibitors; further: nearly all actives have a fitted effect of over 70% in size; inactives centre near 23
Target sequence (P83916 whole entry, looked up): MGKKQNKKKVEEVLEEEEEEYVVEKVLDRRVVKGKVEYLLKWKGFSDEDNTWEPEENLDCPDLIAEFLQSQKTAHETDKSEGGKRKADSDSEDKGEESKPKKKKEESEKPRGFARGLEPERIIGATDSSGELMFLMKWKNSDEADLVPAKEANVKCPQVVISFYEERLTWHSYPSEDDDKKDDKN
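HP1-beta protein (50 nM final) preincubated 30 min at room temperature with biotinylated H3(1-18)K9me3 peptide (50 nM) in PBS pH 7.4, 0.01% Tween-20, then compound added for 30 min. AlphaScreen streptavidin donor/nickel chelate acceptor beads (10 ug/mL final), 30 min dark, luminescence read.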
Tb PGK inh – qHTS Assay to Find Inhibitors of Phosphoglycerate Kinase; Phosphoglycerate kinase, glycosomal (Trypanosoma brucei brucei), P07378; PGK/GAPDH coupled, Kinase-Glo luminescence, 60 min; Potency, µM (highest dose often 57.5 µM), inactives show top-dose activity change, negative = inhibition, actives largely listed as inhibitors; actives 0.043% (n = 380,000); further: on the % scale 0 is the no-effect control and ±100 the full control effect; nearly all actives have a fitted effect of over 60% in size
Target sequence (P07378 whole entry, looked up): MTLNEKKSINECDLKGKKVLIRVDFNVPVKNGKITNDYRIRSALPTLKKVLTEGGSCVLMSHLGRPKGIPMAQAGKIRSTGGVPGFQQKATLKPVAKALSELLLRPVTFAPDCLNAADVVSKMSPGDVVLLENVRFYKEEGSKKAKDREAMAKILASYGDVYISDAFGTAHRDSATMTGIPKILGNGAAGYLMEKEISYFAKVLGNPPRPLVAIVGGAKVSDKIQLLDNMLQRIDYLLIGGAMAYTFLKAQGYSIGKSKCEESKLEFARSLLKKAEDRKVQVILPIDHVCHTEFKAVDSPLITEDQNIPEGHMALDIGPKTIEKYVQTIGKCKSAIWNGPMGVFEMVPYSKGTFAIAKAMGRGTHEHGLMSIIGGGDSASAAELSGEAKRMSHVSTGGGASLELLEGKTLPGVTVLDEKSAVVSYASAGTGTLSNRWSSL
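Luminescent ATP detection (Kinase-Glo Plus) follows a 60-minute room-temperature incubation, with wells lacking PGK as controls. Buffer: 100 mM TEA (pH 7.6), 5 mM MgCl2, 0.01% Tween-20. Coupling enzyme GAPDH (100 nM final) supplies unstable 1,3-BPG in-well.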
Pol iota inh – qHTS for Inhibitors of Polymerase Iota. Pol iota fluorescent replication assay, 10 min. Potency, µM (series often up to 115 µM), for inactives: at the highest dose activity, negative = inhibition, hits mostly inhibitors. actives 1% (n = 390,000)
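Fluorescent replication assay read twice, at 0 min and 10 min after adding 50 nM (final) substrate. Enzyme (10 nM) and compounds were first incubated 15 min at room temperature; enzyme-free buffer wells were negative controls.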
G9a inh – qHTS Assay for Inhibitors of Histone Lysine Methyltransferase G9a; actives 8.8% (n = 350,000); G9a H3K9 monomethylation, AlphaScreen, 2 h; Potency, µM (doses to about 102 µM), inactives show at the top dose activity, negative = inhibition, usual class: inhibitors; further: on the % scale 0 is the no-effect control and ±100 the full control effect; nearly all actives have a fitted effect of over 75% in size
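AlphaScreen detection with an anti-monomethyl H3K9 antibody quantified product after a 2 h room-temperature reaction containing 500 nM biotinylated H3K9 peptide, 20 µM SAM and 20 nM enzyme, which had been preincubated 15 min with compound.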
BLM helicase inh – qHTS Assay for Inhibitors of Bloom's syndrome helicase (BLM); RecQ-like DNA helicase BLM (Homo sapiens), P54132; recombinant BLM DNA unwinding, fluorescence dequenching; Potency, µM (titrated, usually from 56.1 µM), for the others: at the top dose activity change, negative = inhibition, usual class: inhibitors; actives 0.2% (n = 350,000);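 further: plate controls were vehicle for no effect and no enzyme for full effect; nearly all actives have a fitted effect of over 35% in size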
JMJD2A Tudor inh – qHTS Assay for Inhibitors of JMJD2A-Tudor Domain; Lysine-specific demethylase 4A (Homo sapiens), O75164; AlphaScreen JMJD2A-Tudor / H3K4me3 peptide binding; Potency, µM (titrated, usually from 114 µM), without a hit: top-dose activity change, negative = inhibition, most hits filed as inhibitors; actives 4.4% (n = 390,000); further: on the % scale 0 is the no-effect control and ±100 the full control effect; nearly all actives have a fitted effect of over 50% in size
GLS inhibitor – qHTS for Inhibitors of Glutaminase (GLS) | GLS enzymatic activity, qHTS titration | Potency, µM (doses to about 45.5 µM), inactives show at the highest dose activity change, negative = inhibition, usual class: inhibitors | actives 0.21% (n = 410,000) | AID 624170, 2012; further: on the % scale 0 is the no-effect control and ±100 the full control effect
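Coupled fluorescence readout: glutamate oxidase/HRP/Amplex Red detect glutamate formed by hKGA from L-glutamine (1 mM solution added). Buffer 45 mM KH2PO4 pH 8.2, 0.02% Tween-20; reads at t0 and 30 min RT.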
Numbers without * were called inactive; & = joins results of further samples; [ ] = another dose, or the depositor's remark. Unless noted, the call rests on the fitted dose curve; in most records, active means well fitted curve in the direction sought with a large enough effect; inconclusive means small, poorly fitted or top-dose-only effect, or another doubt; inactive means no such curve, though single readings can be large; an effect the other way counts as inactive or inconclusive. Potency means the concentration at half of the fitted maximal effect.

What do the screens show for `COc1ccc(OC)c(S(=O)(=O)N2CCC3(CC2)OCCN3S(=O)(=O)c2ccccc2)c1`?
Pin1 inh: 2%; BAZ2B inh: -26%; HP1b binding inh: 38%; Tb PGK inh: -7%; Pol iota inh: 71%[activator]; G9a inh: inconclusive; JMJD2A Tudor inh: -9%; GLS inhibitor: 1%

What do the screens show for `CCCNC(=O)CN(CCc1ccccc1)S(C)(=O)=O`?
Pin1 inh: 2%; BAZ2B inh: 3%; HP1b binding inh: 20%; Tb PGK inh: -1%; Pol iota inh: 25%; G9a inh: 1%[59 µM]; BLM helicase inh: -1%; JMJD2A Tudor inh: -1%; GLS inhibitor: -8%

How did CCS(=O)(=O)N1CCN(Cc2ccncc2)CC1 do in these assays?
Pin1 inh: -8%; BAZ2B inh: 35µM*; HP1b binding inh: 50µM*; Tb PGK inh: -10%[11.5 µM]; Pol iota inh: -11%; G9a inh: 14µM*; BLM helicase inh: 1%; JMJD2A Tudor inh: 3.5µM*; GLS inhibitor: -4%

How did COc1ccc(Cl)cc1C(=O)Nc1ccc(CN2CCCCC2)cc1 do in these assays?
Pin1 inh: 1%; BAZ2B inh: -13%; HP1b binding inh: -16%; Tb PGK inh: 0%; Pol iota inh: 48%[activator]; G9a inh: -34%; BLM helicase inh: 6%; JMJD2A Tudor inh: -22%; GLS inhibitor: 0%

Results for Cc1cc(C)cc(NC(=O)c2cc(S(=O)(=O)N3CCCCC3)c[nH]2)c1 ?
Pin1 inh: 3%; BAZ2B inh: -12%; HP1b binding inh: 13%; Tb PGK inh: -3%; Pol iota inh: -11%; G9a inh: 0%[59 µM]; BLM helicase inh: 0%; JMJD2A Tudor inh: -26%; GLS inhibitor: 3%

Results for Cc1ccc(S(=O)(=O)N2CCC(C(=O)OCC(=O)N(C)Cc3ccccc3)CC2)cc1C ?
Pin1 inh: -2%; BAZ2B inh: 9%; HP1b binding inh: 21%; Tb PGK inh: 3%; Pol iota inh: inconclusive; G9a inh: 16%[0.501 µM]; JMJD2A Tudor inh: -13%; GLS inhibitor: -1%

Results for O=C(OCCN1C(=O)c2ccccc2C1=O)c1cc(=O)[nH]c2ccccc12 ?
Pin1 inh: 4%; BAZ2B inh: -11%; HP1b binding inh: 16%; Tb PGK inh: -1%; Pol iota inh: 12%; G9a inh: -38%[12.7 µM]; BLM helicase inh: -4%; JMJD2A Tudor inh: -11%; GLS inhibitor: 7%

Results for CC(=O)N=c1sc(S(N)(=O)=O)nn1C ?
Pin1 inh: 0%; BAZ2B inh: -17%; HP1b binding inh: 34%; Tb PGK inh: inactive; Pol iota inh: 17%; G9a inh: 13µM*; BLM helicase inh: -2%; JMJD2A Tudor inh: -7%; GLS inhibitor: -7%

Results for O=C(NCCN1CCOC1=O)C1CCC(=O)N(CCc2ccc(Cl)cc2)C1 (stereo unspecified) ?
Pin1 inh: -2%; BAZ2B inh: -9%; HP1b binding inh: 40%; Tb PGK inh: -5%; Pol iota inh: 25%; G9a inh: 29%; BLM helicase inh: -5%; JMJD2A Tudor inh: 1%; GLS inhibitor: -2%

Results for Cc1cc(C)n(CC(O)Cn2c3ccc(Br)cc3c3cc(Br)ccc32)c(=O)n1 (stereo unspecified) ?
Pin1 inh: 19%; BAZ2B inh: -2%; HP1b binding inh: inconclusive; Tb PGK inh: -1%[11.5 µM]; Pol iota inh: inconclusive; G9a inh: 79µM*; BLM helicase inh: -8%; JMJD2A Tudor inh: -35%; GLS inhibitor: -2%

What do the screens show for `COC(=O)c1[nH]c2cccc(C)c2c1NC(=O)CN1CCN(c2ccccc2OC)CC1`?
Pin1 inh: 4%; BAZ2B inh: -20%; HP1b binding inh: 18%; Tb PGK inh: -9%; Pol iota inh: 6%; G9a inh: -10%; BLM helicase inh: 0%; JMJD2A Tudor inh: -19%; GLS inhibitor: 15%

Results for COc1ccccc1N1CCN(S(=O)(=O)c2ccc(-c3coc(C)n3)cc2)CC1 ?
Pin1 inh: -1%; BAZ2B inh: -12%; HP1b binding inh: 10%[57 µM]; Tb PGK inh: -3%; Pol iota inh: -9%; G9a inh: inconclusive; BLM helicase inh: -11%; JMJD2A Tudor inh: inconclusive; GLS inhibitor: 1%

What do the screens show for `CCn1c(=O)n(CC(=O)Nc2cc(OC)ccc2OC)c(=O)c2ccccc21`?
Pin1 inh: 1%; BAZ2B inh: -2%; HP1b binding inh: 15%; Tb PGK inh: 6%; Pol iota inh: 7%; G9a inh: 4%[59 µM]; BLM helicase inh: -1%; JMJD2A Tudor inh: 0%[57.1 µM]; GLS inhibitor: -3%

How did CC(C)(C)c1ccc(S(=O)(=O)N2CCN(Cc3noc(CCC(=O)N4CCCCC4)n3)CC2)cc1 do in these assays?
Pin1 inh: 9%; BAZ2B inh: -14%; HP1b binding inh: 24%; Tb PGK inh: 5%; Pol iota inh: 2%; G9a inh: inconclusive; BLM helicase inh: 1%; JMJD2A Tudor inh: -33%; GLS inhibitor: -4%

What do the screens show for `O=C(OCC1CC(c2ccccn2)=NO1)c1ccc(Br)cc1` (stereo unspecified)?
Pin1 inh: -10%; BAZ2B inh: inconclusive; HP1b binding inh: 42%[activator]; Tb PGK inh: -7%; Pol iota inh: 25%; G9a inh: 9%; BLM helicase inh: -3%; JMJD2A Tudor inh: 0%; GLS inhibitor: 0%

Results for Cc1cc(C)cc(-n2c(SCC(=O)NCC3CCCO3)nc3c([nH]c4ccccc43)c2=O)c1 (stereo unspecified) ?
Pin1 inh: -1%; BAZ2B inh: -1%; HP1b binding inh: 17%[57 µM]; Tb PGK inh: -1%; Pol iota inh: 18%; G9a inh: 12%[59 µM]; BLM helicase inh: -1%; JMJD2A Tudor inh: -13%; GLS inhibitor: -6%

Results for O=S(=O)(c1ccc(NC(=S)NC2CCCC2)cc1)N1CCCC1 ?
Pin1 inh: 2%; BAZ2B inh: -17%; HP1b binding inh: -7%; Tb PGK inh: inactive; Pol iota inh: 60%[activator]; BLM helicase inh: -9%; JMJD2A Tudor inh: -33%; GLS inhibitor: 0%

How did CN(C)C(CNc1ncccn1)c1ccccc1 (stereo unspecified) do in these assays?
Pin1 inh: -5%; BAZ2B inh: 1%; HP1b binding inh: 47%[activator]; Tb PGK inh: -2%; Pol iota inh: 21%; G9a inh: 9%; BLM helicase inh: -6%; JMJD2A Tudor inh: -14%; GLS inhibitor: -1%

What do the screens show for `CCOC(=O)c1cnn(CCOC(=O)c2ccccc2)c1NC(=O)c1ccccc1`?
Pin1 inh: 0%; BAZ2B inh: -2%; HP1b binding inh: 29%; Tb PGK inh: 7%; Pol iota inh: -20%; G9a inh: 29%[59 µM]; BLM helicase inh: -3%; JMJD2A Tudor inh: -2%; GLS inhibitor: 8%

How did O=C(Nc1ccc(C(=O)c2ccc(C(=O)O)c(C(=O)O)c2)cc1)c1ccccc1 do in these assays?
Pin1 inh: -26%; BAZ2B inh: 1%; HP1b binding inh: 24%; Tb PGK inh: -9%; Pol iota inh: -22%; BLM helicase inh: -2%; JMJD2A Tudor inh: -20%; GLS inhibitor: 3%

How did O=C1CCC(=O)N1c1ccc(NC2CCN(Cc3ccccc3)CC2)c([N+](=O)[O-])c1 do in these assays?
Pin1 inh: 0%; BAZ2B inh: 0%; HP1b binding inh: -2%[57 µM]; Tb PGK inh: -2%; Pol iota inh: 19%; G9a inh: 12%; BLM helicase inh: -1%; JMJD2A Tudor inh: -25%; GLS inhibitor: -8%

What do the screens show for `CCCCNCc1ccc(SC)cc1`?
Pin1 inh: -14%; BAZ2B inh: 4%; HP1b binding inh: 8%; Pol iota inh: 17%; BLM helicase inh: 2%; JMJD2A Tudor inh: -13%; GLS inhibitor: 0%

What do the screens show for `COc1ccc(NC(=O)C(=O)NNC(=O)COc2ccc(Cl)cc2)c(OC)c1`?
Pin1 inh: -7%; BAZ2B inh: -2%; HP1b binding inh: 46%[activator]; Tb PGK inh: -1%; Pol iota inh: 51%[activator]; G9a inh: 37%; BLM helicase inh: 0%; JMJD2A Tudor inh: -9%; GLS inhibitor: 17%

How did Cc1cc(Br)ccc1-n1[nH]c(C)c(C=Nc2cccc3nsnc23)c1=O do in these assays?
Pin1 inh: inconclusive; BAZ2B inh: inconclusive; HP1b binding inh: -13%; Tb PGK inh: -10%; Pol iota inh: inconclusive; G9a inh: inconclusive; BLM helicase inh: -14%; JMJD2A Tudor inh: -22%; GLS inhibitor: 10%

How did CC(C)CN(C(=O)CN1CCN(S(=O)(=O)c2ccc3ccccc3c2)CC1)c1c(N)n(CC(C)C)c(=O)[nH]c1=O do in these assays?
Pin1 inh: 2%; BAZ2B inh: 1%; HP1b binding inh: 8%; Tb PGK inh: 10%; Pol iota inh: 20%; G9a inh: 2%; BLM helicase inh: 4%; JMJD2A Tudor inh: -4%; GLS inhibitor: 4%

Results for COc1ccccc1CNC(=O)CS(=O)Cc1nc(-c2ccc(OC)c(OC)c2)oc1C (stereo unspecified) ?
Pin1 inh: -12%&0%; BAZ2B inh: inconclusive; HP1b binding inh: -1%&13%; Tb PGK inh: -10%&10%; Pol iota inh: -11%&-21%; G9a inh: 10%; BLM helicase inh: 2%&-5%; JMJD2A Tudor inh: inconclusive; GLS inhibitor: 1%&2%

The list is partial (hit frequency here may not be typical).
